RAD54 inh – RAD54 (human) branch migration inhibition; inhibition, % at 10.4 µM; RAD54 Holliday junction branch migration, FAM/BHQ fluorescence; AID 602329; Q92698; actives 0.14% (n = 360,000);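 active = mean normalized replicate activity at least 40 and at least half of replicates scoring 40 or more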;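 also: 0% = median of neutral control wells and 100% = median of positive control wells; inhibitors cause a drop in the FAM fluorescence signal; in these data hits start at about 50%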
EWS-Fli inh – inhibitors of EWS/Fli oncoprotein transcriptional activity; A673 NR0B1-luciferase reporter, viability-normalised; inhibition, % at 12.6 µM; actives 0.67% (n = 350,000);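 active = mean inhibition of at least 50% after viability correction, with every replicate also passing that limit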;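 also: firefly luciferase signal divided by Alamar Blue viability fluorescence both relative to DMSO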
S100A4 inh HTS – inhibitors of human S100A4 binding to myosin IIA peptide; S100A4/TAMRA-MyoIIA peptide fluorescence polarization; AID 652163; inhibition, % at 10.7 µM; actives 0.14% (n = 360,000);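 active = mean inhibition of at least 70% across replicates, with every replicate also reaching that level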
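System – human S100A4 monomer protein, biochemical binding assay · Buffer or medium – Calcium-containing HEPES buffer, pH 7.2 · Timing – 5 min between mix addition and reading · Also added – TAMRA-labelled myosin IIA heavy-chain peptide probe, 5 nM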
E-selectin induc – induces E-selectin expression in human endothelial cells; P16581; HUVEC E-selectin immunofluorescence imaging; normalized: neutral wells 0, TNF-alpha wells 100; activation, % at 7.58 µM; actives 0.37% (n = 260,000); AID 686992;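 active = mean E-selectin-positive cell signal at least 10% of the positive control, reached in at least 60% of replicates, without over 20% cell loss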;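 also: in these data hits start at about 27%; measured in HUVEC primary endothelial cells; signal is the percent of cells scored E-selectin positive by PE staining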
Target sequence (P16581 whole entry, looked up): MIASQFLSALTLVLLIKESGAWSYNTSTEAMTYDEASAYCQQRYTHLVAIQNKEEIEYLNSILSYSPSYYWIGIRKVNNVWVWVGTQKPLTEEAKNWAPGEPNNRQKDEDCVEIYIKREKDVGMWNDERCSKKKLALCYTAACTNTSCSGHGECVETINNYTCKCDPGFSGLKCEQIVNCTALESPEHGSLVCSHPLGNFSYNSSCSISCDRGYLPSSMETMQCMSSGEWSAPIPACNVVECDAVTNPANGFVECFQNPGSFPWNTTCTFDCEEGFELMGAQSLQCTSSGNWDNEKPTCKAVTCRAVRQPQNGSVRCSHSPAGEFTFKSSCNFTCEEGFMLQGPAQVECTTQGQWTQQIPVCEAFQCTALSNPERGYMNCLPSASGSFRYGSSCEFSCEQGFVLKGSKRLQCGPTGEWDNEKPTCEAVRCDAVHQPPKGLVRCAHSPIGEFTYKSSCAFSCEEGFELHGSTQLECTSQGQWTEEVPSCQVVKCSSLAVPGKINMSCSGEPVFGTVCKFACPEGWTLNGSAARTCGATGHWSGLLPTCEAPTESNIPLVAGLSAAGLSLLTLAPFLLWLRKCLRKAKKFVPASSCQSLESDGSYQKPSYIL
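Test system: HUVEC; input: 3,000 HUVEC/well; measured by: immunofluorescence imaging; read-out: % PE-positive cells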
Xi reactivation – X-chromosome reactivation activator. XiGFP mouse fibroblasts, % GFP-positive cells imaging, 3 d; cells co-treated with 5-aza-dC sensitizer; scaled so ellipticine positive control = 100%. activation, % at 7.58 µM. actives 0.055% (n = 360,000);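 active = mean normalized replicate activation at least 10% and every replicate at or above 10%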;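 also: 0% = median of on-plate neutral control wells and 100% = ellipticine 6 µM median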
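System: SV40-immortalized XiGFP fibroblast cells, line 68-5-11 / Incubation: 3-day compound exposure, then 15 min fixation at room temperature / Compound: single concentration per compound, delivered by pin transfer / Buffer or medium: DMEM plus 5-aza-dC sensitizer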
esBAF inh – SWI/SNF esBAF complex inhibition | mouse ES cells, Bmi1-luciferase knock-in reporter, 24 h; 100% = twice the neutral-well signal | reporter increase, % at 12.5 µM | actives 2% (n = 350,000) | AID 602393; in the data active = activation above about 40%;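 also: 0% = median of the plate's neutral control wells and 100% = double that signal; a rise in the Bmi1 reporter signal indicates esBAF inhibition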
RAD52 anneal inh – RAD52 (human) annealing inhibition; recombinant RAD52 DNA annealing, FRET fluorescence; actives 0.46% (n = 360,000); P43351; inhibition, % at 18.7 µM;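 active = every replicate showing at least 50% inhibition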
Target sequence (P43351 whole entry, looked up): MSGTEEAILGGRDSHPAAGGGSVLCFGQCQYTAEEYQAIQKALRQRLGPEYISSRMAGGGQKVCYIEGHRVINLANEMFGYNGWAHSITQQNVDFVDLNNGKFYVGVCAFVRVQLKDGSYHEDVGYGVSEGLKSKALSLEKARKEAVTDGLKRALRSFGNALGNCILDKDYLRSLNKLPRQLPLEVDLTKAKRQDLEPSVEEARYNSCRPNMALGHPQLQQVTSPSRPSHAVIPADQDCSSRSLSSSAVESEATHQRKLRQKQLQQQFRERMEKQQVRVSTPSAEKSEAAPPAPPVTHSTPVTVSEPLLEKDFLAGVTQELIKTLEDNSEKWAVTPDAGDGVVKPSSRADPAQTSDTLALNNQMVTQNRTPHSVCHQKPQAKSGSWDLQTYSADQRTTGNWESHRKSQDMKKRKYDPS
FN deposition inh – fibronectin deposition inhibition | actives 0.086% (n = 350,000) | AH1F fibroblasts, Alexa488-fibronectin deposition fluorescence, overnight | inhibition, % at 12.6 µM;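 active = mean inhibition across replicates of 30% or more, regardless of how many single replicates reach that level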;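 also: positive control wells lacked labelled fibronectin entirely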
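Assay system: AH1F fibroblasts assembling fluorescent fibronectin matrix; Amount: 10000 AH1F cells per well; Buffer or medium: DMEM, 2% serum; Probe or stimulus: Alexa488-fibronectin, 24 nM final in well; Doses: single compound dose, delivered by pin transfer; Incubation: 1 h adhesion, overnight exposure; Measured by: fluorescence 485/525 nm; Read-out: fibronectin deposition inhibition.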
Starred values were filed as active, the others as inactive; · = no result given; & = joins results of further samples.

The first 2 compounds (preview)
Values run as follows: RAD54 inh	EWS-Fli inh	S100A4 inh HTS	E-selectin induc	Xi reactivation	esBAF inh	RAD52 anneal inh	FN deposition inh
> COc1ccc(S(=O)(=O)Nc2ccc3c(c2)C(=O)N([C@H](C)CO)C[C@@H](C)[C@H](CN(C)S(=O)(=O)c2ccccc2)OCCCC[C@@H](C)O3)cc1
→ ·	31.7	-4.0	0.3	0.4	·	-5.8	·
> Fc1ccc(C(c2nnnn2C2CCCC2)N(Cc2ccco2)CC2CCCO2)cc1 (stereo unspecified)
→ 5.3	·	-1.7	·	·	-21.2	-4.8	·

This part in full (from the top)
Values run as follows: RAD54 inh	EWS-Fli inh	S100A4 inh HTS	E-selectin induc	Xi reactivation	esBAF inh	RAD52 anneal inh	FN deposition inh
> COc1ccc(S(=O)(=O)Nc2ccc3c(c2)C(=O)N([C@H](C)CO)C[C@@H](C)[C@H](CN(C)S(=O)(=O)c2ccccc2)OCCCC[C@@H](C)O3)cc1
→ ·	31.7	-4.0	0.3	0.4	·	-5.8	·
> Fc1ccc(C(c2nnnn2C2CCCC2)N(Cc2ccco2)CC2CCCO2)cc1 (stereo unspecified)
→ 5.3	·	-1.7	·	·	-21.2	-4.8	·
> CCNC(=O)c1cc2c(c(-c3cccc(-c4ccccc4F)c3)n1)[C@@H](CCO)N(C(=O)CC1CC1)C2
→ ·	6.5&2.0	2.0&-5.5	0.2&0.0	0.1&0.5	·	0.8&-18.6	22.0&5.0
> O=C(N/N=C/c1ccc([N+](=O)[O-])o1)c1ccc2c(c1)OCO2
→ 1.9	·	-2.5	-0.1	2.4	·	-6.7	-3.7
> Cc1nc2c(OCc3ccc(OC(F)F)cc3)cccn2c1N(C)C(=O)CCC1CCCC1
→ -3.9	22.3	-5.7	0.0	-0.2	-3.2	-65.8	-4.4
> Cc1ccc(S(=O)(=O)Nc2cccc3c2O[C@@H](CN(C)C(=O)Nc2ccc(F)cc2)[C@H](C)CN([C@@H](C)CO)C3=O)cc1
→ 2.0	-11.7	-9.2	-0.2	0.3	-1.6	-2.5	9.8
> O=C(Cn1c(NCCO)nc2ccccc21)c1ccc(Cl)cc1Cl
→ 2.1	8.3	-1.3	0.8	0.3	-0.7	-3.8	1.5
> Cc1ccccc1OCc1n[nH]c(=S)n1-c1ccccc1
→ 2.0	-1.1	1.1	-1.4	0.3	2.3	-3.0	-6.2
> COc1ccc(OC(C)c2nnc(N)s2)cc1 (stereo unspecified)
→ 8.2	7.8	-2.5	-0.8	0.3	·	-9.8	-7.8
> CCC1CCCCN1CC(=O)c1c(C)[nH]c2cc(C)ccc12 (stereo unspecified)
→ 0.4	8.9	0.4	0.0	0.0	-4.5	-13.0	5.7
> C[C@@H]1CCCCO[C@@H](CN(C)S(=O)(=O)c2ccc(Cl)cc2)[C@@H](C)CN([C@@H](C)CO)C(=O)c2cc(NC(=O)NC3CCCCC3)ccc2O1
→ -6.4	-12.4	-2.6	0.4	-0.8	8.4	8.3	·
> Cc1ccccc1N(CC(=O)NCCSC1CCCCC1)S(=O)(=O)c1ccccc1
→ -7.3	·	1.4	·	·	-7.8	8.3	-9.8
> COc1ccc(CN(C)C[C@H]2OCCCC[C@@H](C)Oc3ccc(NC(=O)Nc4ccccc4)cc3C(=O)N([C@H](C)CO)C[C@@H]2C)cc1
→ -9.6	-13.2	·	-0.1	0.7	0.4	·	7.4
> CCC(C)N1C(=O)CCC1C(=O)NCCc1ccc(Cl)cc1 (stereo unspecified)
→ -13.3	8.7	-12.8	·	0.0	3.7	-5.2	3.8
> CCC(=O)N1CCCCN2[C@H](CO)[C@H](c3ccc(/C=C/c4ccccc4)cc3)[C@@H]2C1
→ 0.2	-28.4	-5.7	-0.3	0.2	·	-14.2	·
> CCS(=O)(=O)c1ccc2oc(SCC(=O)NCCc3ccc(F)cc3)nc2c1
→ ·	14.1	25.4	·	0.1	·	10.9	6.4
> CCOC(=O)CCCCCC(=O)Nc1ccc2c(c1)C(=O)N([C@H](C)CO)C[C@H](C)[C@@H](CN(C)S(C)(=O)=O)OCCCC[C@@H](C)O2
→ 12.4	-7.0	-1.1	0.0	0.0&-0.2	8.0	-16.7	1.6
> COc1ccccc1N1CCN(CC(C)N(C(=O)C2CCCCC2)c2ccccn2)CC1 (stereo unspecified)
→ -3.4	12.9	-3.8	-0.1	0.0	-2.1	1.4	3.7
> COc1ccc(N2CCN(C(=O)c3ccccc3NS(=O)(=O)c3ccc(C)cc3)CC2)cc1
→ -4.5	-1.4	12.0	0.1	-0.1	-2.2	-4.5	·
> CC(C)(C)NC(=O)c1cccc(NC(=O)Cc2cccs2)c1
→ ·	-1.9	57.9	-1.4	0.3	·	-6.2	-3.6
> COc1ccc(NS(=O)(=O)c2c(C)cc(C)cc2C)cn1
→ -6.6	-0.1	-4.9	-6.0	0.0	2.6	-17.8	-5.1
> COc1cc(CN2CCNC(=O)C2CC(=O)NC2CCCCC2)cc(OC)c1 (stereo unspecified)
→ -4.6	-0.4	-0.2	·	-0.1	-2.2	-18.0	5.5
> O=C(C[C@H]1CC[C@@H]2[C@H](COC[C@@H](O)CN2Cc2nccs2)O1)NCc1ccc(-c2ccccc2)cc1
→ -14.3	3.4	-16.2	0.3	0.0	3.3	9.9	-7.8
> NS(=O)(=O)c1ccc(CCNC(=O)c2ccncc2)cc1
→ -7.7	-0.7	-0.5	·	0.0	-4.8	-5.4	-1.8
> COC(=O)C1=C(N)Oc2cc(C)[nH]c(=O)c2C1c1ccc(Cl)cc1 (stereo unspecified)
→ ·	-3.3	-0.3	-1.3	0.0	·	-8.9	9.6
> OCC1OC(n2cnc3ncccc32)C(O)C1O (stereo unspecified)
→ ·	9.2	-3.3	0.0	0.1	·	1.5	-4.9
> CCN(CC)C(=O)C(=O)N/N=C/c1ccc(F)cc1
→ 3.6	10.7	0.0	2.0	-0.1	-7.1	-4.6	0.7
> CC(C)CCN1CCN(Cc2coc3ccccc3c2=O)CC1CCO (stereo unspecified)
→ -1.6	5.4	2.0	·	0.0	-10.9	-43.8	-1.5
> COc1ccccc1-n1c(C)nc2cc(C(=O)NCCN3CCOCC3)ccc21
→ ·	-14.2	-16.2	·	0.0	-1.8	-15.3	4.3
> Cc1ccc(NC(=S)NC(=O)c2ccc(Br)o2)c(C)c1
→ ·	-119.7	2.6	·	0.1	·	-22.3	4.4

New compounds follow:
Values run as follows: RAD54 inh	EWS-Fli inh	S100A4 inh HTS	E-selectin induc	Xi reactivation	esBAF inh	RAD52 anneal inh	FN deposition inh
> CCOc1ccccc1CN1CCN(Cc2ccc(C)o2)C(CCO)C1 (stereo unspecified)
→ ·	8.4	4.7	·	0.2	·	-11.7	-5.9
> CCN(CC)C(=O)CN(C#N)c1nc(Cl)nc(N(C)C)n1
→ ·	8.6	2.8	·	0.0	·	-0.9	-0.1
> COc1ccc(C(C)=O)cc1Cn1c(C)c(C(=O)NC2CC2)sc1=O
→ 12.9	-4.8	2.4	·	0.0	2.7	-20.4	-4.5
> Cc1cc(C)cc(NC(=O)C2CCCN(c3nc(C)cc(C)n3)C2)c1 (stereo unspecified)
→ -12.3	19.6	-1.7	·	·	2.0	-8.2	·
> CC1(C)CC(=O)c2sc(NC(=O)C3COc4ccccc4O3)nc2C1 (stereo unspecified)
→ 2.4	-47.0	-3.5	·	-0.3	44.8*	-5.0	-1.5
> O=C(Cn1cc(C(F)(F)F)ccc1=O)Nc1ccc2c(c1)OCCO2
→ -5.9	43.1	11.0	-0.1	0.0	-4.5	5.1	-0.1
> Cc1oc2c(CN3CCOCC3)c(O)ccc2c(=O)c1-c1ccccc1
→ -12.0	4.4	2.0	·	·	-6.6	-0.9	·
> C=CCC1NS(=O)(=O)OC2CCCCC12 (stereo unspecified)
→ -4.8	-7.2	1.2	0.0	0.0	-6.3	-57.4	-4.7
> Nc1nnnn1/N=C/c1cc(Cl)cc(Cl)c1O
→ -6.0	3.6	-4.6	0.1	0.2	-2.2	-25.9	1.9
> O=C(Cn1c(-c2cscn2)nc2ccccc21)Nc1ccc2ccccc2c1
→ -2.0	-3.3	4.1	·	·	6.0	-11.2	·
> CCOC(=O)C1=NNC(C(=O)OCC)C1C(=O)OCC (stereo unspecified)
→ -10.8	1.8	2.7	0.0	-0.1	3.6	-0.5	-0.3
> Cc1cc(C(=O)NC2CCC(O)CC2)c(C)o1 (stereo unspecified)
→ 0.4	-6.8	6.1	·	-0.1	-1.9	-10.4	2.0
> COc1cccc(C2CC(=O)N3CN(c4cccc(Cl)c4C)CSC3=C2C#N)c1OC (stereo unspecified)
→ -4.0	5.5	-4.4	0.1	0.4	0.4	-5.2	-4.2
> COc1cccc(-c2c(-c3cc(OC)cc(OC)c3)n(C)c3ccc(-c4ccc5[nH]ccc5c4)cc23)c1
→ 4.1	2.9	·	0.1	0.0	0.6	·	-11.1
> CCCNC(=O)Nc1ccc2c(c1)OC[C@H](C)N(C(=O)C1CCC1)C[C@@H](C)[C@@H](OC)CN(C)C2=O
→ 4.5	2.3	60.6	0.1	0.4	-5.7	-5.4	-2.3
> COc1cccc(OC)c1C(=O)NC(=S)Nc1ccc2c(c1)C(=O)N(C)C2=O
→ ·	-43.4	-0.2	25.3	-0.2	·	1.2	-0.7
> CCn1cc(C(=O)NCCOC)c(=O)c2ccc(C)nc21
→ 1.2	·	-0.5	·	·	-2.1	-13.4	-2.6
> C=CCc1cc(OC)ccc1OCCN1CC(C)OC(C)C1 (stereo unspecified)
→ -1.9	7.3	-5.0	·	0.0	-1.3	-12.1	-2.9
> CCCc1nc2ccc(C)cn2c1Cc1ccc(C)cc1
→ -1.8	-58.8	3.6	·	0.2	26.1	-14.7	-1.8
> COc1cccc(NC(=S)N(CCCN2CCOCC2)C(C)c2cc3ccccc3o2)c1 (stereo unspecified)
→ 1.3	5.5	2.7	0.9	-0.1	0.0	-14.6	-5.0
> Cc1ccc(C)c(S(=O)(=O)N/N=C/c2cccnc2)c1
→ ·	-2.6	-3.3	·	-0.1	·	-13.5	6.4
> Cc1ccccc1N1CC(C(=O)Nc2ccc3c(c2)OCO3)CC1=O (stereo unspecified)
→ -1.9	-33.1	-2.1	·	0.2	25.3	-11.9	0.4
> Cc1ccccc1CNC(=O)c1cc2ccccc2o1
→ 7.2	-16.4	-3.2	·	0.0	12.1	-20.3	-0.9
> Cc1ccc(-c2cc(-c3ccco3)c3c(N)c(C(=O)NN)oc3n2)cc1
→ ·	-4.9	1.9	3.3	0.0	·	-27.9	1.4
> C[C@H](CO)N1C[C@H](C)[C@@H](CN(C)Cc2cccc(F)c2)Oc2cc(-c3ccc(F)cc3)ccc2S1(=O)=O
→ ·	36.5	·	-0.3	-0.7	2.5	·	·
> COC(=O)Cc1csc(/N=C/c2c(O)n(-c3cccc(C(F)(F)F)c3)c(=O)c3ccccc23)n1
→ ·	5.5	-3.6	·	0.3	·	-86.0	7.1
> CC12CCC(C)(c3nc4ccccc4nc31)C2(C)C
→ -1.1	15.1	7.2	·	0.1	-5.0	-10.2	4.8
> Cc1ccccc1Nc1c([N+](=O)[O-])ccc2nonc12
→ -1.2	-5.6	-3.9	·	0.1	-3.0	-11.9	4.4
> CN1CCN(CCCNC(=O)CN2C(=O)COc3ccccc32)CC1
→ ·	-2.9	-4.2	0.1	0.5	5.6	-0.4	-1.8
> C/C=C/c1ccc([C@@H]2[C@H]3CN(Cc4ccc(C)cc4)CC(=O)N3[C@H]2CO)cc1
→ ·	·	0.2	0.3	0.3	·	8.3	·
